High-throughput results from PubChem BioAssay.
Lipid storage S3: qHTS Assay for Lipid Storage Modulators in Drosophila S3 Cells; Drosophila S3 cells, BODIPY lipid droplet fluorescence, 18-24 h; cells fed with added oleic acid; lipid storage change, negative = inhibition, % at the top dose, mostly 46.1 µM; hits show Potency in µM; actives 0.64% (n = 320,000); active = well fitted inhibition curve with a large enough effect in the signal ratio, with a control signal flat, not every such curve was filed as active; inconclusive = small, poorly fitted or top-dose-only effect, or effect the other way, or a change in a side signal; the % refers to the signal ratio
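Laser-scanning cytometry quantifies lipid droplet accumulation (500–530 nm total intensity; droplet/cell object ratio) in oleic acid-fed (400 uM added) Drosophila S3 cells treated with a concentration series. 20 uM Triacsin C defined 100% inhibition.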
Lipid storage S3 cell count max: second read-out of Lipid storage S3, no call of its own (marks repeat the call); cell number change, %; measured here: cell count max response;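 cells counted by Cell Tracker Red CMTPX staining in the red channel; peak over a dose series mostly up to 46.1 µM; percent activity relative to internal control wells on each plate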
* hit, by the source's call; i = inactive; ? = inconclusive; / = no result given. % is scaled to controls: 0 for no effect and ±100 for the full control effect; potency is read from the fitted curve at half-maximal effect.

Lipid storage S3	Lipid storage S3 cell count max	canonical_smiles
1%	7	FC(F)(F)c1cccc(Cc2noc(CN3CCCCC3c3ccccn3)n2)c1 (stereo unspecified)
1%	3	Cc1nn(-c2ccc(F)cc2)c(Cl)c1/C=C/C(=O)N1CCNC(=O)C1
?	/	O=C(COc1ccc2ccc(=O)oc2c1)OCc1ccccc1
?	/	COc1ccc2[nH]c3nc(SCc4nnc(-c5ccc(C)cc5)o4)nnc3c2c1
?	/	CCOc1ccccc1NC(=O)/C(C#N)=C/c1cccnc1
?	/	O=C(CSCc1cccc(Cl)c1)N/N=C/c1ccc(OCC(=O)N2CCCCC2)cc1
i	/	Cc1ccc(-n2c(C)nnc2SCC(=O)N2CCOCC2)cc1
13%	8	CC(=O)Nc1nc(C)c(Oc2ccc(Cl)cc2Cl)c(=O)[nH]1
?	/	COc1ccc2c(c1)C(c1ccc(C)o1)=NNC(c1cccnc1)=N2
?	/	CC(C)C(=O)Nc1nnc(SCc2cccc(F)c2)s1
8%	8	CN(Cc1ccon1)Cc1cn(C)nc1-c1ccc2c(c1)OCCO2
?	/	Cc1ccnc(N2CCCC(C(=O)Nc3cccc(C)c3C)C2)n1 (stereo unspecified)
0%	-12	Cc1ccc2c(c1)COc1c3ccc(C(=O)NC(C)C)cc3nn1-2
?	/	CCCC1(c2ccccc2)NC(=O)N(CC(=O)Nc2cc(S(=O)(=O)N3CCOCC3)ccc2Cl)C1=O (stereo unspecified)
?	/	COC(=O)c1[nH]c2ccc(F)cc2c1NS(=O)(=O)c1ccc(OC)cc1OC
0%	-1	COC(=O)c1ccc(C)c(NC(=O)CCSc2ccc(C)cc2)c1
?	/	COC(=O)c1c(NC(=O)/C=C/c2ccco2)sc2c1CCC2
i	-30	COc1ccccc1CCn1c(N)cc(=O)[nH]c1=O
21µM*	/	Cc1ccc(C)n1NC(=O)c1cccc(Cl)c1
1.2µM*	5.5*	Cc1cc(Nc2ccc(Br)cc2)nc(-c2ccccc2O)n1
-11%	-6	Cc1ccc(C(=O)N(C)c2nnc(-c3ccncc3)s2)cc1
-16%	-14	O=C(NC1CCCCC1)N1CCN(S(=O)(=O)c2ccc(F)cc2)CC1
17%	-12	O=C1c2cccc3cccc(c23)N1CN1CCN(c2ccccn2)CC1
11%	8	Cc1cccc(S(=O)(=O)Nc2ccc3c(c2)OCCO3)c1
18%	-10	CCOc1ccc(NS(=O)(=O)c2ccc3c(c2)CCN3C(=O)CCC(=O)O)cc1
-11%	-18	CCCCn1c(SCC(=O)NC(C)(C)C)nnc1-c1ccco1
-1%	3	O=C1N(Cc2cccc(Cl)c2)C[C@@H]2C[C@@H](c3ccco3)N3CCC[C@@]123
?	/	O=C1OC(c2ccc(Cl)cc2)=N/C1=C\C=C\c1ccco1
?	/	CCN1CCN(c2ccc(S(=O)(=O)N3CCOCC3)cc2NC(=O)C(C)Oc2ccc(F)cc2)CC1 (stereo unspecified)
11%	29	O=C(CCc1nnc(CCC2CCCCC2)o1)NCCc1cccnc1
?	/	COc1ccc(CCNC(=O)c2ccc(CNS(=O)(=O)c3cc(C)ccc3C)cc2)cc1OC
?	/	C/C(=N\NC(=O)c1cccc(F)c1)c1cccc(NC(=O)c2ccc(F)cc2)c1
i	12	COc1cc2ccccc2cc1C(=O)NC(=S)Nc1cccc(C(=O)O)c1
?	/	NCCc1c(C(=O)O)[nH]c2ccc([N+](=O)[O-])cc12
?	/	C=CCSc1n[nH]c(-c2ccc(OCCCC)cc2)n1
-5%	/	O=C(NCCNC(=O)c1cc(Cl)ccc1Cl)c1cnccn1
i	5	Cc1ccc(NC(=O)NC2(C(=O)NCc3ccco3)CCCCC2)cc1
?	/	Cc1cccc2cc(C#N)c(SCC(=O)NCc3cccs3)nc12
?	/	Nc1c(C(=O)OCC(=O)Nc2ccc(Cl)cc2[N+](=O)[O-])[nH]c(=O)[nH]c1=O
2%	12	NC(=S)N/N=C1\CC(n2nnn(-c3cccc(Cl)c3)c2=S)C2COC1O2 (stereo unspecified)
?	/	O=C(NCC(c1ccccc1Cl)N1CCCC1)c1ccc(N2CCCC2=O)cc1 (stereo unspecified)
i	-4	COCCCN1C(=O)N(c2ccccc2)C(=O)C1CC(=O)Nc1ccc(F)cc1 (stereo unspecified)
?	/	COc1cc(OC)cc(C(=O)OCC(=O)Nc2ccc3[nH]c(=O)[nH]c3c2)c1
-15%	-18	COCCCn1nnnc1SCC(=O)N1CCCC1
?	/	Cn1c(CCNC(=O)c2ccco2)nc2ccccc21
7%	-5	CC(C)(C)NC(=O)NC(=O)COC(=O)C1CCN(S(=O)(=O)c2cccs2)CC1
?	/	O=C(CNC(=O)c1nc[nH]c1C(=O)N1CCc2ccccc2C1)OCc1ccccc1
i	7	CCc1nnc(NC(=O)C2CCN(c3nccc(C)n3)CC2)s1
?	/	CCOc1ccc2oc(C(=O)NC3CC(C)(C)NC(C)(C)C3)c(C)c2c1
-4%	-11	COC(=O)c1c(NC(=O)CSc2nnc(Cn3nnc4ccccc43)n2C)sc(C)c1C
14%	4	Cc1ccc(NC(=O)/C=C/C(=O)O)c(NC(=O)c2ccccc2)c1
-1%	11	Cc1cc(C)c(NC(=S)N(CCN(C)C)C(C)c2cccnc2)c(C)c1 (stereo unspecified)
11%	11	CCCn1c(SCC(=O)Nc2nnc(CC)s2)nnc1-c1ccncc1
?	/	NC(=O)Cc1nc2scc(-c3ccccc3)c2c(=O)[nH]1
?	/	Cc1ccc(NC(=O)C(c2ccccc2)c2ccccc2)nc1
?	/	CN(Cc1ccccc1)C(=C(Cl)Cl)/C(=C1/NCCN1C)[N+](=O)[O-]
-1%	9	CC(=O)Nc1ccc(Nc2ccccc2)cc1
11%	6	Cc1cccc(C)c1NC(=O)CN(C)C(=O)C1=COCCO1
?	/	CCCCn1c(N)c(N(CC)C(=O)c2ccncc2)c(=O)[nH]c1=O
?	/	COc1cc(NC(=O)c2cnc(NCc3ccccc3)nc2C)cc(OC)c1OC

(next part)
Lipid storage S3	Lipid storage S3 cell count max	canonical_smiles
-4%	-7	O=C(/C=C/c1ccc(Br)cc1)c1ccc(NC(=O)c2ccco2)cc1
?	/	COc1ccc(CCNC(=O)C(=O)NCCC2CCCCN2S(=O)(=O)c2cccs2)cc1 (stereo unspecified)
26%	-1	N#Cc1c2n(c3c(=O)n(Cc4ccccc4Cl)cnc13)CCCC2
?	/	O=S(=O)(c1cccc2cccnc12)N1CCN(Cc2ccc3c(c2)OCO3)CC1
?	/	Cc1cc(OCC(=O)Nc2ccccc2N2CCOCC2)c(C(C)C)cc1Cl
?	/	Cc1ccc(NC(=O)c2sc(Cl)nc2-c2ccccc2)cc1
-4%	-1	COCCn1c(=NC(=O)CN2C(=O)CCC2=O)sc2cc(S(N)(=O)=O)ccc21
13%	-6	CN(C)C(=O)c1cc(C(=O)c2ccc(F)cc2C(F)(F)F)c[nH]1
1%	-24	CCn1c(COc2ccc3c(c2)OCO3)nnc1SCC(=O)O
?	/	CCOC(=O)N1CCN(Cc2ccccc2F)CC1
7%	0	CCOC(=O)C1(CC2CCCCO2)CCN(C(=O)Nc2ccc(C(=O)OC)cc2)CC1 (stereo unspecified)
i	15	Nn1c(Cc2cccc3ccccc23)nnc1SCc1c(Cl)cccc1Cl
?	/	CN(C)CCCN(C(=O)c1cc2cc([N+](=O)[O-])ccc2s1)c1nc2cc3c(cc2s1)OCCO3
?	/	Cc1cc(C)c(S(=O)(=O)N2CCC(C(N)=O)CC2)cc1C
18%	11	COc1cccc(-c2csc(N3CCN(C(=O)Nc4ccc(Cl)cc4)CC3)n2)c1
?	/	Cn1c(SCC(=O)NCC2CCCO2)ncc(C(=O)Nc2ccc(Cl)cc2)c1=O (stereo unspecified)
?	/	COc1cc(S(=O)(=O)N2CCCCC2)ccc1NC(=O)c1ccncc1
11%	6	CCS(=O)(=O)Nc1cccc(C2=NN(C(C)=O)C(c3cccs3)C2)c1 (stereo unspecified)
?	/	O=C(/C=C1\NC2(CCCC2)Cc2ccccc21)C(=O)N/N=C/c1ccc(O)c(O)c1
12%	-8	CC(C)(C)NC(=O)Cn1c(SCC(=O)NCc2cccs2)nc2ccccc21
?	/	O=C(Nc1ccc(Br)cc1)C1CCN(C(=O)c2ccco2)CC1
-7%	6	COc1ccccc1C1CC(c2ccc(NS(C)(=O)=O)cc2)=NN1C(=O)c1ccccc1 (stereo unspecified)
?	/	O=C(c1cccc(N2C(=O)c3ccccc3C2=O)c1)N1CCCC(C(F)(F)F)C1 (stereo unspecified)
?	/	Cc1cccc(NC(=S)NNC(=O)c2ccc(O)cc2O)c1C
?	/	Cc1ccccc1NC(=S)NC(=O)C1CCCCC1
11%	10	CC(C)=C1C2CCC1C1C(=O)N(CCc3ccccc3)C(=O)C21 (stereo unspecified)
?	/	COc1ccccc1CCNC(=O)Cn1ccc2cc(S(=O)(=O)N3CCC(C)CC3)ccc21
8%	-2	O=C(c1cccc([N+](=O)[O-])c1)N1CCCC(C(=O)N2CCCCCC2)C1 (stereo unspecified)
?	/	CC1(C)CC(=O)C(C=Nc2ccc(C(=O)c3ccccc3)cc2N=CC2=C(O)CC(C)(C)CC2=O)=C(O)C1
?	/	COc1ccc(S(=O)(=O)N2CCCCCC2)cc1NC(=O)c1ccccc1F
-14%	-6	CC(C)C(NC(=O)c1cccs1)C(=O)NC1CCCCC1 (stereo unspecified)
?	/	CCCn1c(SCC(=O)N2CCN(c3ccccc3)CC2)nc2ccccc2c1=O
?	/	COc1ccccc1NC(=O)COC(=O)c1ccccc1SCC(=O)N1CCCC1
i	/	COc1ccc(Cc2nc3ccc(S(N)(=O)=O)cc3[nH]2)cc1OC
?	/	Cc1c(C)c2ccc(OCc3ccc(C(=O)O)o3)c(C)c2oc1=O
?	/	CCC(=O)NC1(C(F)(F)F)C(=O)Nc2c1c(=O)[nH]c(=O)n2Cc1ccco1 (stereo unspecified)
?	/	Cn1c(=O)[nH]c(=O)c2c1nc(NCc1ccccc1)n2CCCc1ccccc1
?	/	CC(=O)n1nc(-c2cccnc2)nc1NCc1cccs1
7%	12	Cc1ccc(NS(=O)(=O)c2cc(C(=O)Nc3cccc(N(C)S(C)(=O)=O)c3)ccc2C)c(C)c1
?	/	N#CC1=C(N)Oc2n[nH]c(-c3cccs3)c2C1c1ccsc1 (stereo unspecified)
?	/	O=c1cc(Cc2ccccc2)[nH]c(=S)[nH]1
-4%	10	COc1ccc(OC)c(-c2nc(CN3CCCCC3c3cccnc3)c(C)o2)c1 (stereo unspecified)
?	/	O=C(CC1C(=O)NCCN1Cc1ccccc1C(F)(F)F)NC1CCCC1 (stereo unspecified)
?	/	O=C(O)c1cc(NS(=O)(=O)c2ccc(NCc3ccccc3)c([N+](=O)[O-])c2)cc(C(=O)O)c1
-2%	-7	O=C(Cn1c(=O)n(Cc2ccc3c(c2)OCO3)c(=O)c2ccccc21)N1CCCc2ccccc21
24%	19	CN1/C(=C\C(=O)c2cccs2)Sc2ccccc21
?	/	Cn1cnc2c1c(=O)n(CC(O)CO)c(=O)n2C (stereo unspecified)
-6%	-5	COc1cccc(/C=C2\Oc3cc(OC(=O)N4CCOCC4)ccc3C2=O)c1
1%	2	CCC(CC)C(=O)c1c[nH]c(C(=O)NCc2ccc(F)cc2)c1

An excerpt (hit frequency here may not be typical).
